Screens (PubChem BioAssay)
RGS7-Gao – RGS7-Galphao binding modulators, primary screen, biochemical, multiplexed bead flow cytometry. actives lie on both sides. binding response (% of control), % at 10 µM. actives 0.35% (n = 220,000); in the data active = binding response below about 49% or above about 150%; inconclusive = no clear call, values can overlap the other calls; inactive = in between;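 note: fluorescent Galphao held in activated GDP-AlF4 state binding bead-coupled RGS7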
Target sequence (P09471 whole entry, looked up): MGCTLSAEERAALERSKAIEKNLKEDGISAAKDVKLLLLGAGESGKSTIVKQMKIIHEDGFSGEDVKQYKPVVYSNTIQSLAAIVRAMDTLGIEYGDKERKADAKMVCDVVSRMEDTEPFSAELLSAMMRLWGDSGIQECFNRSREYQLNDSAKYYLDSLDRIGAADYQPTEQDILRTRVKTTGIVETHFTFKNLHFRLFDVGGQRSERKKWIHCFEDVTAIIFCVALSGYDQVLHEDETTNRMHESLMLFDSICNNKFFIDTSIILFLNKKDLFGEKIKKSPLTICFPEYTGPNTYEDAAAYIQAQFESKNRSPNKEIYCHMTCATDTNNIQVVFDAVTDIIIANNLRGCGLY
Bim-Mcl-1 – inhibitors of Bim peptide binding to Mcl-1, primary screen, biochemical, bead-based flow cytometry, multiplex; AID 1009, 2008; actives 0.1% (n = 190,000); inhibition, % at 10 µM; Bim peptide-Mcl-1 binding; Induced myeloid leukemia cell differentiation protein Mcl-1 (Homo sapiens), Q07820;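 note: 0% = no compound tracer wells and 100% = peptide blocker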
Target sequence (Q07820 whole entry, looked up): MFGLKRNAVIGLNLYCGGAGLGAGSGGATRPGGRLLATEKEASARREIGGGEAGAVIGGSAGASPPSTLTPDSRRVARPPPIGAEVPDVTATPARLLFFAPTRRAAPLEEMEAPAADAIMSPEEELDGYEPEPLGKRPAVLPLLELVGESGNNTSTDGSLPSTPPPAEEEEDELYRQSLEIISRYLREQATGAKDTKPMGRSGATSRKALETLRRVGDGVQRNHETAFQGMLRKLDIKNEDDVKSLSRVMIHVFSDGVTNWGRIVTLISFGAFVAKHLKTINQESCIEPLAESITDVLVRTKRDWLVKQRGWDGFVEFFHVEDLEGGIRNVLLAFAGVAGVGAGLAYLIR
Bim-Bcl-XL – inhibitors of Bim-Bcl-XL binding, primary screen, biochemical, multiplexed, bead flow cytometry, human Bcl-XL. actives 0.04% (n = 190,000). inhibition, % at 10 µM. Bcl-2-like protein 1 (Homo sapiens), Q07817. Bim peptide-Bcl-XL binding, fluorescence
Mcl1 Bid PPI – Mcl-1/Bid binding inhibitors, primary screen, biochemical, TR-FRET, 1536-well; actives 0.97% (n = 220,000); TR-FRET Mcl-1/Bid-Dy647 peptide binding; Induced myeloid leukemia cell differentiation protein Mcl-1 (Homo sapiens), Q07820; inhibition, % at 21.7 µM; AID 1021, 2008;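 active = compounds that cut the binding signal by more than half at the single screening dose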;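 note: His-tagged Mcl-1 with europium anti-His antibody binding Bid BH3 peptide; 0% = Mcl-1 plus peptide wells and 100% = peptide-only wells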
Bcl-2 Bim block – inhibitors of Bim-Bcl-2 binding, primary screen, biochemical, multiplexed, human Bcl-2 family; Apoptosis regulator Bcl-2 (Homo sapiens), P10415; Bead-based flow cytometry, Bim peptide-Bcl-2 binding; inhibition, % at 10 µM; actives 0.06% (n = 190,000); in the data active = inhibition above about 40%; inconclusive = no clear call, values can overlap the other calls;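 note: 0% = no compound wells with probe peptide and 100% = reference peptide inhibitor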
Target sequence (P10415 whole entry, looked up): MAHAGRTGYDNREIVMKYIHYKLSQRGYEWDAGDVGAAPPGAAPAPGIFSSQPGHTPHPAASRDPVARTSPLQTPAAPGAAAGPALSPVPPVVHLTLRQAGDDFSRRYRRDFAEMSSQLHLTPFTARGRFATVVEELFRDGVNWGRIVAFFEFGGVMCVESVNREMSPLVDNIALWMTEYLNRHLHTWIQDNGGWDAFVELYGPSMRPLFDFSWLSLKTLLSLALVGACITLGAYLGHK
Bim-Bcl-W – inhibitors of Bim binding to Bcl-W, primary screen, biochemical, multiplexed, bead-based flow cytometry; inhibition, % at 10 µM; Bcl-2-like protein 2 (Homo sapiens), Q92843; actives 0.02% (n = 190,000); Bim peptide-Bcl-W binding;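 note: 0% = bound tracer without compound and 100% = peptide blocker; higher means less fluorescent Bim peptide bound to Bcl-W beads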
Bim-Bcl-B – inhibitors of Bim-Bcl-B binding, primary screen, biochemical, multiplexed, human Bcl-2 family. actives 0.073% (n = 190,000). inhibition, % at 10 µM. AID 951, 2007. Bcl-2-like protein 10 (Homo sapiens), Q9HD36. bead-based flow cytometry, Bim peptide-Bcl-B binding;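 note: 0% = tracer peptide without compound and 100% = reference inhibitor peptide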
Bfl-1 Bim block – inhibitors of Bim binding to Bfl-1, primary screen, biochemical, multiplexed, bead-based flow cytometry; Bim-Bfl-1 binding inhibition; inhibition, % at 10 µM; actives 0.12% (n = 190,000); AID 1008, 2008;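 note: 0% = wells without compound plus tracer and 100% = blocker peptide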
RGS8-Gao reg – RGS8-Galphao binding modulators, primary screen, biochemical, multiplexed bead flow cytometry | actives lie on both sides | response (percent of control binding), % at 10 µM | Guanine nucleotide-binding protein G(o) subunit alpha (Homo sapiens), P09471 | actives 0.34% (n = 220,000); in the data active = response below about 60% or above about 140%; inactive = in between;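 note: Galphao activated as the GDP aluminium fluoride complex binding bead-coupled RGS8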
Mcl1-Noxa inh – Mcl-1/Noxa binding inhibitors, primary screen, biochemical, TR-FRET, 1536-well. TR-FRET Mcl-1/Noxa peptide binding, 2 h. inhibition, % at 21.7 µM. actives 1.5% (n = 220,000);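 active = compounds that cut the protein-peptide binding signal by more than 50% relative to plate controls in a single-dose test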;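 note: His-tagged Mcl-1 with rhodamine Noxa BH3 peptide and terbium anti-His antibody; 0% = Mcl-1 plus Noxa peptide wells and 100% = peptide-only wells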
RGS4-Gao reg – modulators of RGS4 binding to Galphao, primary screen, biochemical, multiplexed bead flow cytometry; Guanine nucleotide-binding protein G(o) subunit alpha (Homo sapiens), P09471; actives lie on both sides; binding response (% of control), % at 10 µM; actives 0.33% (n = 220,000); AID 1415, 2008; in the data active = binding response below about 49% or above about 150%; inactive = in between;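 note: fluorescent Galphao activated with aluminum fluoride binding bead-coupled RGS4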
* hit, by the source's call; ? = inconclusive; · = not tested or not shown. Cut-off read from the data, not from the text of the source, unless noted: active = inhibition above about 40%.

cpd	Structure	RGS7-Gao	Bim-Bcl-W	RGS4-Gao reg	Bim-Bcl-B	Bim-Mcl-1	RGS8-Gao reg
1	CCCCSc1nnc([C@@H](NC(=O)OC(C)(C)C)C(C)C)o1	101	2	99	-3	-1	100
2	C=CCSc1nc2c(c(=O)[nH]1)C(C(C)C)C(C#N)=C(N)O2 (configuration not stated)	102	1	104	-5	0	106
3	CCC(c1nnnn1Cc1ccc2c(c1)OCO2)N1CCN(c2ccc(F)cc2)CC1 (configuration not stated)	92	-2	92	-8	-6	100
4	O=C1CCC(C(=O)OCC(=O)c2ccccc2)N1 (configuration not stated)	69	1	75	3	0	79
5	O=C(Cc1nn[nH]n1)Nc1ccc(F)cc1F	?	·	90	·	·	87
6	O=C(O/N=C\c1ccc(N2CCCCC2)c([N+](=O)[O-])c1)c1cccc(Cl)c1	102	-2	103	0	-2	101
7	CCN(c1ccccc1)S(=O)(=O)c1cccc(C(=O)O)c1	97	-1	100	0	0	102
8	Cc1ccc2c(c1)C(c1ccc([N+](=O)[O-])cc1)=NNC(c1ccc(Br)cc1)=N2	100	0	99	0	-1	100
9	COc1cccc(Nc2nnc(SCc3nc4ccccc4s3)s2)c1	99	0	103	-2	0	99
10	S=C(NCc1ccccc1Cl)Nc1ccccc1Cl	102	-3	101	-7	-4	102
11	Cc1cnc(NC(=O)/C=C/c2ccc(Br)o2)s1	?	·	101	·	·	104
12	Cc1[nH]c(=O)c(C#N)c(C)c1[N+](=O)[O-]	?	·	95	·	·	98

cpd	Bcl-2 Bim block	Bim-Bcl-XL	Bfl-1 Bim block	Mcl1-Noxa inh	Mcl1 Bid PPI
1	0	2	-3	8	-7
2	-6	-5	-9	-2	-19
3	-8	-8	-16	-7	-29
4	5	-1	2	18	6
5	·	·	·	15	-8
6	0	2	0	13	3
7	-1	0	1	0	-1
8	0	-4	8	10	-35
9	2	-2	6	28	-35
10	-4	-4	-4	23	-15
11	·	·	·	28	6
12	·	·	·	2	-2

8 entries from above, arranged by heavy-atom count, highest first:
cpd	Structure	RGS7-Gao	Bim-Bcl-W	RGS4-Gao reg	Bim-Bcl-B	Bim-Mcl-1	RGS8-Gao reg
3	CCC(c1nnnn1Cc1ccc2c(c1)OCO2)N1CCN(c2ccc(F)cc2)CC1 (configuration not stated)	92	-2	92	-8	-6	100
8	Cc1ccc2c(c1)C(c1ccc([N+](=O)[O-])cc1)=NNC(c1ccc(Br)cc1)=N2	100	0	99	0	-1	100
6	O=C(O/N=C\c1ccc(N2CCCCC2)c([N+](=O)[O-])c1)c1cccc(Cl)c1	102	-2	103	0	-2	101
9	COc1cccc(Nc2nnc(SCc3nc4ccccc4s3)s2)c1	99	0	103	-2	0	99
1	CCCCSc1nnc([C@@H](NC(=O)OC(C)(C)C)C(C)C)o1	101	2	99	-3	-1	100
10	S=C(NCc1ccccc1Cl)Nc1ccccc1Cl	102	-3	101	-7	-4	102
4	O=C1CCC(C(=O)OCC(=O)c2ccccc2)N1 (configuration not stated)	69	1	75	3	0	79
11	Cc1cnc(NC(=O)/C=C/c2ccc(Br)o2)s1	?	·	101	·	·	104

cpd	Bcl-2 Bim block	Bim-Bcl-XL	Bfl-1 Bim block	Mcl1-Noxa inh	Mcl1 Bid PPI
3	-8	-8	-16	-7	-29
8	0	-4	8	10	-35
6	0	2	0	13	3
9	2	-2	6	28	-35
1	0	2	-3	8	-7
10	-4	-4	-4	23	-15
4	5	-1	2	18	6
11	·	·	·	28	6

Further structures.
cpd	Structure	RGS7-Gao	Bim-Bcl-W	RGS4-Gao reg	Bim-Bcl-B	Bim-Mcl-1	RGS8-Gao reg
13	O=C(Nc1nc2cc3c(cc2s1)OCO3)C1CC1	?	·	114	·	·	109
14	O=C(O)c1ccc(/C=C(\c2nc3ccccc3[nH]2)c2nc3ccccc3s2)cc1	?	·	98	·	·	100
15	C1CCC2(CC1)OCC1(CO2)COC2(CCCCC2)OC1	103	-4	98	-4	-1	99
16	O=C(CSc1nnc(-c2ccco2)o1)c1ccc([N+](=O)[O-])cc1	?	·	100	·	·	100
17	CCOC(=O)c1c(C)[nH]c(C(=O)OCC(=O)Nc2ccc(OCC)cc2)c1C	92	1	97	-1	-1	98
18	N#Cc1c(Cn2cncn2)nc(=O)n(-c2ccc(Cl)cc2)c1N	103	2	103	0	2	102
19	CC(C)=CCSc1nnc(CCNC(=O)OC(C)(C)C)o1	105	0	104	-4	0	104
20	CC1CCN(CCC(=O)Nc2ccc3c(c2)OCCO3)CC1	?	0	99	-4	-3	99
21	CCN(CC)C(=S)Nc1ccc([N+](=O)[O-])cc1	113	-1	112	-10	-5	122
22	Cc1oc(-c2cccs2)nc1CS(=O)CC(=O)NCc1ccc2c(c1)OCO2 (configuration not stated)	?	·	97	·	·	98
23	O=C(Cc1ccc([N+](=O)[O-])cc1)N1N=C2CCCCC2C1(O)C(F)(F)F (configuration not stated)	?	·	110	·	·	100
24	CC(C)(C)C(=O)NC(=S)NCc1ccccc1	101	-3	102	-5	-4	100

cpd	Bcl-2 Bim block	Bim-Bcl-XL	Bfl-1 Bim block	Mcl1-Noxa inh	Mcl1 Bid PPI
13	·	·	·	-1	-16
14	·	·	·	-10	-38
15	0	0	0	6	-24
16	·	·	·	11	-44
17	-5	-3	-5	9	-16
18	0	-1	-3	12	-27
19	-6	-2	-12	-14	-2
20	-3	-3	-6	16	0
21	-6	-2	-3	17	-43
22	·	·	·	-9	-39
23	·	·	·	-3	-12
24	0	-6	-4	17	-56

The results go on.
cpd	Structure	RGS7-Gao	Bim-Bcl-W	RGS4-Gao reg	Bim-Bcl-B	Bim-Mcl-1	RGS8-Gao reg
25	O=C(CN1C(=O)NC2(CCCCC2)C1=O)N1CCN(S(=O)(=O)c2ccccc2)CC1	?	0	101	0	1	103
26	Cn1nc2c(c1C(=O)N1CCCC(C(=O)c3cc(F)ccc3F)C1)CCCC2 (configuration not stated)	102	0	96	-6	-5	97
27	CN(C(=O)CN1C(=O)c2ccccc2S1(=O)=O)c1ccccc1C(=O)O	99	-1	95	-5	1	101
28	CC1CCCC(C)N1C(=O)CSc1nnc(-c2c[nH]c3ccccc23)o1 (configuration not stated)	98	0	95	1	0	100
29	COc1cccc(CN2CCN(C(=O)CC(C)C)CC2)c1	101	-6	100	-7	1	102
30	Cc1nc2nc(COc3ccccc3)[nH]n2c(=O)c1C	101	0	103	2	1	103
31	COc1ccc(NC(=O)CN2CCC3(O)CCCCC3C2c2cc(OC)ccc2OC)cc1 (configuration not stated)	113	0	120	1	-1	103
32	CCOC(=O)c1ccccc1NC(=O)Cn1cnc2c(oc3ccccc32)c1=O	104	1	102	-1	0	103
33	CC(=O)NC1C(=O)N=C(SCC(=O)NC2CCCCC2)NC1=O (configuration not stated)	102	0	102	-1	-1	100
34	O=C(CSCc1ccc(F)cc1)N1CCOCC1	104	-5	100	-4	-1	97
35	CCCOc1ccc(-c2nnn(CC(=O)N3CCCCC3)n2)cc1	?	·	97	·	·	101
36	O=C(NC1c2ccccc2-c2ccccc21)N1CCOCC1	103	-1	101	-1	0	103

cpd	Bcl-2 Bim block	Bim-Bcl-XL	Bfl-1 Bim block	Mcl1-Noxa inh	Mcl1 Bid PPI
25	0	0	-4	10	-16
26	-5	-6	-7	-6	-7
27	-8	-2	-10	4	-8
28	2	0	-1	9	-8
29	-6	-9	-9	28	34
30	1	1	0	1	-39
31	-2	-2	-4	8	1
32	0	1	0	-43	0
33	-1	-1	-1	19	-32
34	-1	-20	1	6	6
35	·	·	·	18	-7
36	-1	-4	0	-2	-8

The list goes on.
cpd	Structure	RGS7-Gao	Bim-Bcl-W	RGS4-Gao reg	Bim-Bcl-B	Bim-Mcl-1	RGS8-Gao reg
37	O=C(OCCN=C1NS(=O)(=O)c2ccccc21)c1cccnc1	96	0	103	0	0	97
38	Cc1ccc(S(=O)(=O)N2CCC(=O)N(CCO)CC2)cc1	102	0	97	-5	0	101
39	O=C(CCNc1ccccc1)c1cccc([N+](=O)[O-])c1	102	-4	98	-8	-4	99
40	CC(=O)NC(C)(C)C1CC=C(C)/C(=N\O)C1 (configuration not stated)	102	-2	99	-5	-2	101
41	COc1ccc(NC(=O)c2oc3ccccc3c2NC(=O)c2ccco2)c(OC)c1	94	2	95	0	0	98
42	Cc1ccc(C(=O)NNC(=O)CCC(=O)Nc2cccc(Cl)c2C)cc1	98	-5	104	-7	-13	102
43	CC(C)c1ccc2[nH]c3c(c2c1)CCC/C3=N\NC(=O)c1ccncc1	?	·	96	·	·	98
44	Cc1ccc(OCC(=O)N2CCN(S(=O)(=O)c3ccccc3[N+](=O)[O-])CC2)cc1	?	-1	96	-3	-1	102

cpd	Bcl-2 Bim block	Bim-Bcl-XL	Bfl-1 Bim block	Mcl1-Noxa inh	Mcl1 Bid PPI
37	1	1	0	8	-20
38	-1	0	-1	-10	2
39	-9	-7	0	18	-5
40	-5	-4	-7	0	-35
41	0	1	2	-6	16
42	-13	-9	-16	5	-12
43	·	·	·	-13	-79
44	-7	-2	-8	5	-23

Compounds as they come (roughly 2.7% active in at least one column).
